Nrf2 inh: blocks Nrf2 signaling; A549 ARE-Fluc reporter, luciferase luminescence, 18-24 h; Potency, µM (top dose mostly 46 µM), without a hit: at the top dose activity change, negative = inhibition, most hits filed as inhibitors; hit rate 2.1% among 360,000; AID 504444; note: % is set by controls: 0 for no effect and ±100 for the full control effect; nearly all actives have a fitted effect of over 60% in size
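Two sequential reads on A549 ARE_Fluc cells exposed to compound for 18-24 h: a CellTiter-Fluor fluorescence read for viability, then a luciferase luminescence read for Nrf2/ARE activity.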
A549 viability: kills or reduces viability of A549 cells in Nrf2 counter-screen; A549 ARE-Fluc cells, CellTiter-Fluor viability, 18-24 h; Potency, µM (highest dose often 46 µM), without a hit: at the highest dose activity change, negative = cytotoxicity, usual class: inhibitors; hit rate 0.16% among 390,000; note: % is set by controls: 0 for no effect and ±100 for the full control effect
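A549 ARE-Fluc cells in 5% FBS OPTI-MEM, 5000 cells/well, rested 2 h then exposed to compounds in concentration-response for 18-24 h at 37 °C. Viability by CellTiter-Fluor fluorescence (Ex 405/Em 525) after 30 min; luciferase luminescence (BugLite, 15 min, RT) read afterwards.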
Nrf2 activator: activates Nrf2 signaling | AID 624171 | hit rate 0.31% among 410,000 | Potency, µM (doses to about 46.1 µM), inactives show top-dose activation, usual class: activators | AREc32 ARE-luciferase reporter (MCF7-derived line), luminescence, 24 h; note: % of control where 0% means no effect; nearly all actives have a fitted effect of over 65% in size
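AREc32 cells carrying an ARE-driven firefly luciferase, 1000 cells/well in OPTI-MEM with 5% FBS, dosed after overnight attachment and incubated 24 hr at 37 deg C. Steady-Glo luminescence read after 30 min at RT.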
EPAC2 antagonist: blocks human EPAC2 exchange factor; hit rate 0.18% among 360,000; AID 720708; Potency, µM (doses to about 114 µM), for the others: at the highest dose activity, negative = inhibition, hits mostly inhibitors; Q8WZA2; EPAC2 GEF exchange of Rap1B-BODIPY-GDP, fluorescence; note: % is set by controls: 0 for no effect and ±100 for the full control effect; nearly all actives have a fitted effect of over 45% in size; many of its hits are not listed in these tables
Target sequence (Q8WZA2 whole entry, looked up): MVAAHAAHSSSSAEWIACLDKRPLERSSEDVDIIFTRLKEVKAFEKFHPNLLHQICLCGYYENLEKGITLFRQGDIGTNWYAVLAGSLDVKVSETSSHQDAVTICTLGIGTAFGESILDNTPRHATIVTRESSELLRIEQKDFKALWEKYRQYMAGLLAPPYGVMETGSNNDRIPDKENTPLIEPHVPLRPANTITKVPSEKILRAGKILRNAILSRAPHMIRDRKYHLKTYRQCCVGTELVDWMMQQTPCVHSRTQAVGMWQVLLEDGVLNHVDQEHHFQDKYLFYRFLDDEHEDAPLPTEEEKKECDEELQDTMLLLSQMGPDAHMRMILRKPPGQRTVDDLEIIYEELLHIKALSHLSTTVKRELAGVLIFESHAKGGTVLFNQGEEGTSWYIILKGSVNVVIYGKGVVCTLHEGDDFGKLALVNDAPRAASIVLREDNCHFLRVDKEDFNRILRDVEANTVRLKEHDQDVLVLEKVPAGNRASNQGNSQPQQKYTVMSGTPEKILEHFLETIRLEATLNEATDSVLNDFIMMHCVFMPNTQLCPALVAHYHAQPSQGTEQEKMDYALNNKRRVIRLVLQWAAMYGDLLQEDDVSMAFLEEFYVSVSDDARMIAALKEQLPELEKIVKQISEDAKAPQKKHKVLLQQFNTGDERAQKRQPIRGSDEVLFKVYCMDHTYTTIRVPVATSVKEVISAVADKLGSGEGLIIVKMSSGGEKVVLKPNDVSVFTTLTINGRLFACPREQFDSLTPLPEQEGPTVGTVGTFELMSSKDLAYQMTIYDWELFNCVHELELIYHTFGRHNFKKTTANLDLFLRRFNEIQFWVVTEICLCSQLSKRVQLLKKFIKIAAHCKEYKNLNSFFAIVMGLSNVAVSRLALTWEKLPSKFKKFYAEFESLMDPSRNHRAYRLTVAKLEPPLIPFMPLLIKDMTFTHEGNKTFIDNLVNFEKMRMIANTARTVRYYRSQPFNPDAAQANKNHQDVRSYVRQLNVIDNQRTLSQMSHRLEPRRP
HepG2 viability: counter-screen for TGF-b inhibitors: cytotoxicity in HepG2 cells; Potency, µM (titrated, usually from 46.1 µM), for inactives: at the top dose activity change, negative = cytotoxicity, hits mostly cytotoxic; HepG2 CAGA-GFP viability, ATP luminescence, 18 h; hit rate 0.76% among 410,000; note: some results filed as inactive show a strong effect at the top dose
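CellTiter-Glo luminescence gave cytotoxicity after 18 hours at 37 degrees C. The cells were HepG2 CAGA-GFP in 1% FBS DMEM, stimulated with 500 pg/mL TGF-beta after compound addition. %Activity was normalised to no-cell wells (complete cell-killing) and DMSO (no toxicity), and curves were fitted and classified.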
MCF10A rerep: DNA re-replication induction in MCF 10a cells; MCF 10A DNA re-replication, Hoechst nuclear intensity, 48 h; Potency, µM (highest dose often 46.1 µM), without a hit: at the top dose activity, positive = re-replication, hits mostly activators; hit rate 2.9% among 350,000; AID 624296; note: % of control where 0% means no effect; nearly all actives have a fitted effect of over 50% in size
ATXN2 expr inh: inhibitors of ATXN2 expression. Potency, µM (series often up to 57 µM), inactives show at the top dose activity change, negative = inhibition, usual class: inhibitors. hit rate 0.72% among 360,000. HEK-293 ATXN2-luciferase reporter, luminescence, 24 h; note: % is set by controls: 0 for no effect and ±100 for the full control effect; nearly all actives have a fitted effect of over 55% in size
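qHTS (up to 57 uM final) was run with 24 h compound exposure of reporter cells at 37 °C. Each well was multiplexed: SteadyGlo luminescence measured ATXN2-luciferase expression after a fluorogenic Gly-Phe-AFC viability readout (25 uM final).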
TGFb inhibitor: TGF-b pathway inhibition; HepG2 CAGA-GFP TGF-b/SMAD3 reporter, GFP fluorescence, 18 h; TGF-beta stimulated, 500 pg/mL final; Potency, µM (titrated, usually from 46.1 µM), for the others: at the highest dose activity, negative = inhibition, usual class: inhibitors; hit rate 1.2% among 410,000; AID 588855; note: % is set by controls: 0 for no effect and ±100 for the full control effect; nearly all actives have a fitted effect of over 65% in size
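First, reporter cells (HEPG2 CAGA-GFP) rested 2 h at 37 degrees C. Next, compounds were pinned in and TGF-beta added to 500 pg/mL final. After 18 h, GFP was imaged per cell and summed per well.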
S2 tox: viability counter-screen for ATXN expression inhibitors | S2 cells (HEK-293 line with an ATXN2-luciferase reporter) viability, CellTiter-Fluor protease fluorescence, 24 h | Potency, µM (series often up to 56.7 µM), most hits filed as cytotoxic | hit rate 0.49% among 400,000 | AID 651635; note: nearly all actives have a fitted effect of over 40% in size
Numbers without * were called inactive; i = inactive; ? = inconclusive; . = not tested or not shown; & = joins results of further samples; [ ] = another dose, or the depositor's remark. Calls come from the whole dose curve; as a rule, active = well fitted curve in the direction sought with a large enough effect; inconclusive = small, poorly fitted or top-dose-only effect, or another doubt; inactive = no such curve, though single readings can be large; an effect the other way counts as inactive or inconclusive. Potency is the fitted concentration of half-maximal effect. An excerpt (hit frequency here may not be typical).

Start of the listing, in advance:
SMILES	Nrf2 inh	A549 viability	Nrf2 activator	EPAC2 antagonist	HepG2 viability	MCF10A rerep	ATXN2 expr inh	TGFb inhibitor	S2 tox
CCCS(=O)(=O)N1CCCC(C(=O)NC2CCCCC2)C1 (centres undefined)	3.5%	2.4%	-0.8%	-4.4%	-10.2%	-1.9%	5.1%	1.6%	i
CCOC(=O)/C(=C/C=C1\Sc2cc(OCC)c(OCC)cc2N1CC)C(C)=O	?	-29.1%	-0.7%	17.9%	-6.4%	20.4%	-19.6%	198.7%[activator]	?
O=C(COC(=O)CCc1c[nH]c2ccccc12)Nc1ccccc1C(F)(F)F	-9.6%	-0.1%	-1.0%	-9.8%	1.0%	-4.9%	-6.1%	-0.4%	i

The whole of this part (from the top)
SMILES	Nrf2 inh	A549 viability	Nrf2 activator	EPAC2 antagonist	HepG2 viability	MCF10A rerep	ATXN2 expr inh	TGFb inhibitor	S2 tox
CCCS(=O)(=O)N1CCCC(C(=O)NC2CCCCC2)C1 (centres undefined)	3.5%	2.4%	-0.8%	-4.4%	-10.2%	-1.9%	5.1%	1.6%	i
CCOC(=O)/C(=C/C=C1\Sc2cc(OCC)c(OCC)cc2N1CC)C(C)=O	?	-29.1%	-0.7%	17.9%	-6.4%	20.4%	-19.6%	198.7%[activator]	?
O=C(COC(=O)CCc1c[nH]c2ccccc12)Nc1ccccc1C(F)(F)F	-9.6%	-0.1%	-1.0%	-9.8%	1.0%	-4.9%	-6.1%	-0.4%	i
CC(C)c1ccc(C(=O)Nc2ccc(CN3CCOCC3)cc2)cc1	?	8.9%	3.2%	-5.8%	-21.9%	?	-18.1%	-6.8%	i
COc1ccccc1C(=O)NN=C1CCN(Cc2ccccc2)CC1	-3.1%	6.6%	11.9%	-0.5%	3.4%	0.1%	-15.3%	1.5%	i
C[n+]1ccccc1/C=C/c1ccc2ncccc2c1	-17.0%	?	-0.8%	1.8%	-14.6%	0.0%	.	4.1%	i
Cc1ccccc1OCC1Cn2c(nc3c2c(=O)n(C)c(=O)n3C)O1 (centres undefined)	?	-2.8%	-0.7%	-0.3%	5.0%	15.1%	-22.1%	?	i
Cc1ccc(CSc2nnc(-c3ccccn3)n2N)cc1	3.0%	10.6%	3.6%	7.0%	-24.9%	-1.2%	.	11.7%	i
CC1C(=O)N(Cc2ccc(F)cc2)c2ccccc2N1C(=O)c1c(F)cccc1F (centres undefined)	?	-0.5%	0.2%	-10.6%	-24.7%	-3.1%	-31.3%	-16.6%	i
COc1cc(/C=C(\C#N)c2nc3ccccc3c(=O)[nH]2)cc(OC)c1OC	.	5.8%	0.0%	.	-4.5%	.	-2.8%	40.9%[activator]	i
OC(CNCCCN1CCCCC1)COc1ccccc1 (centres undefined)	.	?	0.2%	2.9%	-3.0%	1.3%	-11.5%	32.7%[activator]	i
CC1=NN(c2cccc(C(=O)O)c2)C(=O)/C1=C\C=C\c1ccco1	15.5%	-1.5%	?	-23.5%	-32.7%	?	7.2%	?	?
O=C1CN(C(=O)c2ccco2)C(c2ccc(F)cc2)c2cc(Cl)ccc2N1 (centres undefined)	.	4.8%	0.7%	2.6%	-16.1%	-15.2%	-11.6%	1.5%	i
COc1ccc(C2C3=C(CC(C)(C)CC3=O)Nc3n[nH]c(C)c32)cc1 (centres undefined)	20.6%	-7.2%	-0.7%	9.8%	8.4%	-0.2%	-4.2%	?	?
O=C(Nc1cccc(F)c1)c1ccccc1-c1ccccc1	0.9%	-2.9%	0.3%	-0.1%	2.9%	4.1%	6.4%	4.1%	i
O=C(Nc1ccccc1)C1C2CCCCC21 (centres undefined)	?	-1.6%	2.6%	12.8%	31.7%	3.3%	13.8%	-5.7%	i
C=CC[C@@H](CC(=O)N(CCO)Cc1ccccc1)C(=O)N[C@@H](COC(=O)[C@H](CC=C)CC(=O)OC(C)(C)C)Cc1c[nH]c2ccccc12	23.1µM*	?	-5.5%	-24.7%	7.6%	13.5%	?	?	.
COc1ccc2c(c1)c(CC(=O)Nc1ccc(C(C)=O)cc1)c(C)n2C(=O)c1ccc(Cl)cc1	23.1µM*	?	6.2%&2.2%	0.7%	-1.0%&-4.5%	3.3%	3.9%	-7.9%&-28.5%	?
CCCN1Cc2cccc(C(=O)NC3CCCC3)c2C1=O	-10.0%	0.4%	0.5%	1.7%	-43.8%	1.1%	-3.4%	8.0%	?
CCOC(=O)Cn1c(N2CCCCCC2)nc2c1c(=O)[nH]c(=O)n2C	-9.6%	-14.6%	0.1%	-1.5%	-4.2%	8.4%	-5.5%	2.9%	i
Cc1c(CCC(=O)NCCCn2ccnc2)c(=O)oc2cc3occ(C(C)(C)C)c3cc12	-13.4%	-3.2%	0.1%	-10.7%	-25.2%	?	-20.4%	?	i
O=C(CN1C(=O)CCS(=O)(=O)c2ccccc21)NCc1ccc2c(c1)OCO2	0.3%	0.1%	-0.7%	6.8%[57.1 µM]	11.9%	-8.2%	-6.7%	13.4%	i
COc1ccc(C(=O)Nc2cccc3nc(C)ccc23)cc1OC	-17.4%	3.2%	-1.1%[9.22 µM]	11.6%	-4.8%	-21.7%	2.8%	-0.8%	i
Cn1c(=O)n(C)c2cc(NC(=O)c3ccccc3NS(C)(=O)=O)ccc21	-20.6%	-2.4%	3.5%	-4.2%	-37.1%	16.4%	.	25.8%	?
COC(=O)C1CC(O)CN1C(=O)Nc1ccccc1 (centres undefined)	3.3%	4.5%	-1.0%	1.1%	13.3%	-5.9%	-3.1%	-1.4%	i
Cc1cccc(Oc2ncc(-c3ccc(Cl)cc3)cn2)c1	.	-1.4%	0.3%	-0.9%	4.1%	-0.5%	2.7%	38.0%[activator]	i
CC1CCCCN1C(=S)NC(=O)c1cccs1 (centres undefined)	0.9%	-1.3%	3.1%	-3.1%	-15.0%	-2.0%	.	-17.8%	i
Cc1cc(C)c2[nH]c(C)c(CN3CCCCCC3)c(=O)c2c1	19.6%	8.0%	-0.1%	4.6%	-12.3%	1.0%	.	-3.7%	i
Cc1oc(CC(C)C)c(CN2CCCC2)c1C(=O)O	-2.7%	-9.9%	-0.8%	3.9%	1.3%	?	2.3%	2.3%	i
Cc1ccc(-n2ncc(C(=O)N3CCCCC3)c2C2CCN(C(=O)OC(C)(C)C)CC2)c(C)c1	-6.9%	-0.2%	-0.8%	.	1.9%	.	-8.2%	-1.5%	?
Cc1ccc(CCC(=O)Nc2ccccc2F)s1	?	-1.4%	0.0%	0.4%	-3.5%	-1.3%	21.9%	1.8%	i
CC(C)OC(=O)Cn1nc(C(c2ccccc2)c2ccccc2)oc1=O	1.3%	1.4%	0.1%	-28.6%	1.7%	22.7%	.	-2.3%	i
C=CCNc1oc(-c2cccc3ccccc23)nc1C#N	-42.5%	-3.2%	3.4%	-2.7%	-38.8%	?	16.7%	-4.9%	i
COc1cc(OC)cc(C(=O)NN(CCC#N)C2=NS(=O)(=O)c3ccccc32)c1	-8.3%	-0.3%	-1.1%	8.0%	-6.9%	1.4%	7.6%	-11.5%	i
O=C(CCCn1c(=O)[nH]c2ccccc2c1=O)Nc1ccc(F)cc1	1.2%	4.5%	-0.1%	5.8%	0.3%	1.4%	6.6%	4.0%	i
CN1CCN(CCC(=O)Nc2ccc(Br)cc2)CC1	8.5%	-5.3%	-0.9%	-1.6%	4.6%	2.1%	.	1.2%	i
CN=C1SC(CC(=O)Nc2ccc(C(C)=O)cc2)C(=O)N1C (centres undefined)	12.4%	0.5%	-0.3%	7.5%	2.9%	0.3%	3.3%	7.6%	i
COc1ccc(CCNC(=O)C2CCN(C(=O)c3ccccc3)CC2)cc1	2.3%	-0.4%	-1.2%	11.2%	1.8%	-1.8%	-30.5%	22.0%	i
O=C(O/N=C\c1ccc(N2CCCCC2)c([N+](=O)[O-])c1)c1cccc(Cl)c1	2.6%	-0.4%	-0.6%	3.2%	-3.3%	-2.1%	6.3%	1.9%	i
O=C1C2C3C=CC(CC3)C2C(=O)N1c1ccc(Cl)cc1Cl (centres undefined)	2.0%	0.3%	-0.3%	-8.5%	-34.8%	8.0%	?	-12.8%	?
CCOc1ccc(NC(=O)c2[nH]c(C)c(C(C)=O)c2C)cc1	4.3%	-7.1%	7.1%	-11.6%	-11.5%	2.0%	.	15.0%	i
Cc1ccc(NC(=O)CSc2nccn(-c3ccc4c(c3)OCCO4)c2=O)cc1	19.7%	?	0.2%	-5.6%	-1.3%	7.7%	0.5%	-4.2%	i
Nn1c(SCc2csc(-c3ccccc3)n2)nnc1-c1cccs1	7.0%	9.1%	6.7%	-0.7%	-7.5%	6.2%	-1.1%	2.7%	i
Cc1cc(C)n(C(=O)CCC(=O)NCc2ccccc2)n1	1.8%	-0.8%	-0.2%	2.8%	-10.7%	0.9%	-6.9%	-13.0%	i
O=C(Oc1ccc(Br)cc1C(=S)N1CCOCC1)c1ccccc1	-19.6%	1.1%	0.2%	-14.6%	-7.8%	-11.5%	-28.6%	-16.2%	i
CC(=O)NS(=O)(=O)c1ccc(N=NN2CCCCCC2)cc1	1.6%	-3.7%	0.4%	-5.0%	-17.8%	-2.2%	16.5%	2.7%	i
Cc1ccc(/C=C/C(=O)Nc2cccc3cccnc23)o1	?	10.2%	?	4.8%	-10.8%	33.3%	20.2%	-4.8%	i
O=C(NC1(Cc2ccccc2)CCN(CCCc2ccccc2)C1=O)c1ccccc1 (centres undefined)	?	-15.5%	-1.7%	10.8%	0.0%	?	?	?	?
OCCOc1cccc(CN2CCC(CO)(CCOc3ccccc3)CC2)c1	11.5%	6.8%	0.6%	7.6%[57.1 µM]	-16.8%	3.0%	.	-0.3%	i
CCOC(=O)C1(C)CCCCCN1C(=O)c1ccco1 (centres undefined)	.	.	-0.3%[9.22 µM]	-5.1%	8.6%	.	14.6%	14.8%	i
CC1CCN(C(=O)CNS(=O)(=O)c2ccc(Br)s2)CC1	7.2%	-0.1%	-0.3%	-5.3%	-33.8%	0.8%	5.5%	0.5%	i

Bioassay records: PubChem, National Center for Advancing Translational Sciences (NCATS)
